Yfh1-depleted yeast – enhancers of respiration in Yfh1-depleted yeast, dose response, Friedreich's ataxia, plus single-dose screen (AID 1465) | fold induction at 50 µM, or EC50 in µM where a hit was titrated | S. cerevisiae Yfh1-off respiration, WST-1 reduction, 72 h; higher fold induction means a stronger effect | 220,000 tested, 0.074% active;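 active means fold induction of absorbance versus untreated yeast above a set limit, then at least 30% activation at any dose in follow-up; inconclusive means repeats straddling the limit, or above it without dose testing; inactive means fold induction below the set limit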;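 further: activators that raise dye reduction in frataxin-depleted yeast; strong numbers were not always called active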
GPR55 LPI antagonism – GPR55 antagonists blocking LPI-driven arrestin recruitment, primary screen, imaging, U2OS, beta-arrestin-GFP, LPI agonist (AID 2013); 290,000 tested, 0.13% active; G-protein coupled receptor 55 (Homo sapiens); one-dose inhibition, % at 10 µM; IC50 in µM for titrated hits; U2OS GPR55 beta-arrestin-GFP translocation imaging, LPI antagonism; higher % means a stronger effect;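 active means spots per cell inhibited over 60%, with over 100 cells counted and total cytoplasm intensity under 500,000; inconclusive means wells with under 100 cells, flagged as likely toxic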;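 further: U2OS cells stably carrying GPR55 and arrestin-GFP stimulated by 5 µM LPI near EC80; imaged beta-arrestin-GFP aggregate spots per cell after agonist stimulation; plate controls were LPI-stimulated DMSO wells for no effect and DMSO wells without LPI for full effect; some results filed as inactive read as strong as hits; confirmed hits need IC50 under 10 µM and bright autofluorescent wells are also inconclusive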
AID2073 – inhibitors of Mint1-CaV2.2 protein interaction, biochemical, HTRF (AID 2073). Voltage-dependent N-type calcium channel subunit alpha-1B (Homo sapiens). HTRF protein-protein interaction, Mint1-CaV2.2; higher % means a stronger effect. inhibition, % at 20 µM; hits with a dose series show IC50 in µM. 290,000 tested, 0.19% active; in the data active means inhibition mostly above about 51%, no sharp cut-off; inconclusive means no clear call, values can overlap the other calls; inactive means mostly below about 53%; further: some results filed as inactive read as strong as hits
GPR35 arrestin U2OS – GPR35 antagonists blocking zaprinast-driven arrestin recruitment, primary screen, imaging, U2OS, beta-arrestin-GFP, zaprinast agonist (AID 2058) | U2OS GPR35 beta-arrestin-GFP translocation imaging, zaprinast antagonism; higher % means a stronger effect | inhibition, % at 10 µM, or IC50 in µM where a hit was titrated | 290,000 tested, 0.052% active;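 active means inhibition of at least 50% with at least 30 cells and total cytoplasm GFP at most 10,000,000; inconclusive means under 30 cells or total GFP of 10,000,000 plus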
Rac1 GTP hydrolysis – MgcRacGAP GTPase-activating activity inhibitors, confirmation, biochemical, ADP Hunter fluorescence. AID 624330, 2012. MgcRacGAP-stimulated Rac1 GTP hydrolysis, ADP Hunter fluorescence; higher % means a stronger effect; GST-tagged Rac1 F28L mutant substrate. Rac GTPase-activating protein 1 (Homo sapiens). 340,000 tested, 0.6% active. inhibition, % at 30 µM, or IC50 in µM where a hit was titrated;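 active means first-screen hits whose inhibition reached a set limit at any dose in the follow-up dose series; inconclusive means inhibition above the set first-screen limit but never retested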;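 further: fluorescence reports GDP produced by GAP-driven GTP hydrolysis; strong numbers were not always called active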
SV40 large T antigen – SV40 large T antigen inhibitors, biochemical (AID 1903). SV40 large T antigen ATPase/helicase inhibition assay; higher % means a stronger effect. 310,000 tested, 0.39% active. one-dose inhibition, % at 20 µM; IC50 in µM for titrated hits; in the data active means a potency from the dose series; inconclusive means inhibition mostly from about 32% at the one dose, without a potency; inactive means the rest, 99 in 100 with inhibition below about 32%; further: strong numbers were not always called active
NTR1 ag – agonists of NTR1, primary screen, imaging, U2OS cells, beta-arrestin-GFP, high content (AID 493036); Neurotensin receptor type 1 (Homo sapiens), P30989; NTR1-U2OS beta-arrestin-GFP spot imaging, agonist mode; activation, % at 20 µM; 330,000 tested, 0.17% active;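 active means activation at or above 40% of the spot to cytoplasm intensity ratio, with at least 20 cells analyzed; inconclusive means wells under 20 cells, flagged as cytotoxic or low count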;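 further: 0% = DMSO without peptide and 100% = 100 nM NTR1 peptide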
Target sequence (P30989 whole entry, looked up): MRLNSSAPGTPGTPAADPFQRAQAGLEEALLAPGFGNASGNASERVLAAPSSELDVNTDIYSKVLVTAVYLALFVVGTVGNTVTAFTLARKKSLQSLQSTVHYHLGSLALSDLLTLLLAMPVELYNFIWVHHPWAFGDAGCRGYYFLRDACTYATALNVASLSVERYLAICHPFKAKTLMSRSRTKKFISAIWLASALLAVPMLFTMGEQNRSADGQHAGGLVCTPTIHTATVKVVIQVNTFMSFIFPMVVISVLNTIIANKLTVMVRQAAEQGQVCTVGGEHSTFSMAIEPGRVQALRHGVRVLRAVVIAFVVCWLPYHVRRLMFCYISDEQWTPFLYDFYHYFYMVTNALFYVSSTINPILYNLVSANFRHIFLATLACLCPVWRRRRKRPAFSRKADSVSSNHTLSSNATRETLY
GPR55 activation – GPR55 agonists via beta-arrestin recruitment, primary screen, imaging, U2OS cells, beta-arrestin-GFP redistribution (AID 1961) | U2OS GPR55 beta-arrestin-GFP redistribution imaging; higher % means a stronger effect | 290,000 tested, 0.048% active | G-protein coupled receptor 55 (Homo sapiens) | activation, % at 10 µM, or EC50 in µM where a hit was titrated;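 active means activation above 40% with more than 50 cells counted in the well; inconclusive means wells holding fewer than 50 cells, flagged as toxic or sparse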;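 further: U2OS osteosarcoma cells stably expressing GPR55 and beta-arrestin-GFP; plate controls were DMSO negative control for no effect and LPI positive control for full effect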
Dengue-2 NS5 capping – Dengue-2 NS5 methyltransferase inhibitors, primary screen, biochemical, confirmation dose response (AID 588689) | Genome polyprotein (Dengue virus type 2 (strain 16681-PDK53)) | Dengue-2 NS5 methyltransferase capping enzyme assay, biochemical; higher % means a stronger effect | inhibition, % at 25 µM; hits with a dose series show IC50 in µM | 340,000 tested, 0.3% active; in the data active means a potency from the dose series; inconclusive means inhibition above about 29% without an active follow-up result
NTR1 ag cell count 20 µM – recorded beside NTR1 ag, whose call it bears; cell count; measured here: cell count, cytotoxicity flag
An asterisk follows results filed as active; i = inactive; ? = inconclusive; · = no result given. An unsorted share of the library; overall some 1.7% were active at least once.

Sequence of screens – Yfh1-depleted yeast | GPR55 LPI antagonism | AID2073 | GPR35 arrestin U2OS | Rac1 GTP hydrolysis | SV40 large T antigen | NTR1 ag | NTR1 ag cell count 20 µM | GPR55 activation | Dengue-2 NS5 capping
O=C(NC1CCCCC1)C(c1ccncc1)N(C(=O)c1csnn1)c1cccc(F)c1 (stereo unspecified)
    · | -1% | -5% | 3% | 2% | 9% | -2.4 | 44 | -0.1% | -12%
CC(C)CNC(=S)NC1CC2CCC(C1)N2Cc1ccccc1 (stereo unspecified)
    i | -1% | -12% | 18% | 3% | 2% | -0.3 | 51 | -0.1% | -2%
CN(CC(=O)Nc1c(Cl)cccc1Cl)C(=O)c1ccccc1-c1nc2ccccc2s1
    · | · | · | · | 0% | 4% | -0.1 | 70 | · | -7%
COc1ccc(Cl)cc1NC(=O)CNC(c1ccccc1)c1ccccc1
    · | 11% | 8% | 5% | 2% | 13% | 3.0 | 47 | 0.0% | -12%
CCn1c(NCCc2ccc(OC)c(OC)c2)nc2c1c(=O)n(C)c(=O)n2C
    i | -10% | 12% | -6% | 0% | · | 4.7 | 39 | 0.2% | -1%
CCO[C@@H]1OC(C(=O)NCc2nc3ccccc3[nH]2)=C[C@H](C2CC2)[C@H]1CCCO
    i | -15% | 16% | -20% | 5% | 6% | -0.7 | 49 | 0.8% | 4%
COc1cc(/C=C(/C#N)c2ccc(C)cc2)ccc1Oc1ccc([N+](=O)[O-])cn1
    i | 4% | 4% | -10% | 3% | 13% | -0.2 | 49 | -0.2% | 0%
CNc1sc(C(=O)c2cccs2)c(N)c1-c1nc2ccccc2s1
    i | -2% | 57% | -1% | 12% | 23% | 6.2 | 57 | -0.3% | 37%
COc1ccc(NC(=O)CC2Nc3cccc4cccc(c34)NC2=O)cc1 (stereo unspecified)
    i | 10% | ? | 2% | 23% | 33% | 0.4 | 41 | -0.1% | 21%
O=C(N/N=C1\CCc2ccccc21)c1ccc(O)cc1
    i | -15% | 0% | -8% | -3% | 14% | 1.9 | 49 | 0.6% | 4%
CCCCn1c(=O)c(F)cn(Cc2ccc(OC)c([N+](=O)[O-])c2)c1=O
    i | -4% | -10% | -10% | 8% | 8% | 0.8 | 60 | 0.3% | -1%
COc1ccccc1C(=O)N1CCN(Cc2cn[nH]c2-c2ccc(F)cc2F)CC1
    i | 10% | -6% | -8% | 0% | 12% | 0.2 | 63 | 0.2% | ·
Brc1cc2c(cc1CN1CCc3ccccc3C1)OCO2
    · | 8% | -8% | 3% | -7% | 7% | 1.0 | 65 | 0.3% | -8%
O=C(CSc1nnc2sc3ccccc3n12)c1ccco1
    i | 9% | -2% | 6% | 9% | 14% | -0.4 | 50 | 0.2% | -1%
Cc1ccc(CS(=O)(=O)c2ncc(Cl)c(C(=O)Nc3nnc(C(C)C)s3)n2)cc1
    · | 12% | 14% | 4% | 15% | 3% | 1.5 | 46 | 0.2% | >100µM*
COC(=O)C1(C#N)C(c2ccccc2)C1(C(=O)OC)C(=O)OC (stereo unspecified)
    · | -6% | -1% | 3% | 10% | 9% | -1.5 | 50 | -0.1% | -1%
Cn1cccc1Cc1nnc(SCC(=O)NCC2CCCO2)n1CCc1ccccc1 (stereo unspecified)
    i | 24% | -7% | 5% | 6% | -6% | -0.2 | 50 | -0.1% | -3%
COc1ccc(C(=O)NNc2ccccc2)cc1
    i | 9% | -15% | -15% | 8% | 27% | -1.4 | 45 | -0.1% | 4%
COc1ccc2nc(NC(=O)c3ccccc3F)sc2c1
    · | -2% | 13% | -3% | 15% | 6% | 0.1 | 75 | -0.2% | -9%
Cc1ccc2[nH]c3c(c2c1)CN(C(=O)CN1CCN(c2cccc(C)c2C)CC1)CC3
    i | 1% | 0% | -14% | 6% | 8% | 10 | 57 | -0.1% | 15%
COC(=O)c1ccc(Oc2c(C(F)(F)F)oc3c(CN4CCN(C)CC4)c(O)ccc3c2=O)cc1
    i | -17% | 33% | 3% | 8% | 1% | -0.9 | 46 | 0.5% | 5%
CN(CC(=O)N1CCN(c2ccc(F)cc2)CC1)S(=O)(=O)c1ccc(F)cc1
    i | 8% | -3% | 13% | 11% | 8% | 4.3 | 25 | -0.1% | 5%
CC(NC(=O)C1CCC1)c1ccc(Br)cc1 (stereo unspecified)
    i | -1% | 7% | 9% | 2% | 19% | -1.5 | 51 | -0.3% | -8%
COc1ccc2oc(=O)c(C(=O)Nc3cccc(C(C)=O)c3)cc2c1
    · | -2% | 15% | 11% | 2% | 7% | 2.5 | 64 | 0.2% | -5%
Cc1ccc(Oc2ccc(Cl)cc2NC(=O)c2ccc(F)cc2F)cc1
    i | 15% | 7% | -9% | -14% | -2% | -0.1 | 80 | 0.3% | 5%
CN(C)S(=O)(=O)N1CCN(C(=O)c2ccccc2Cl)CC1
    i | 2% | 2% | -11% | 2% | 3% | 0.8 | 35 | -0.2% | 1%
O=C(NC1CC1)C1CCN(S(=O)(=O)c2ccc(Cl)cc2)CC1
    · | 3% | -2% | -4% | -4% | 10% | 1.7 | 48 | 0.2% | -2%
Cc1ccc(C(=O)OC2CCCN(C)C2)cc1 (stereo unspecified)
    i | 0% | -3% | -2% | 1% | · | 2.6 | 80 | 0.2% | -3%
Cc1ccc(NC(=O)CSc2nncc3ccccc23)cc1
    · | -20% | 9% | -3% | 9% | -5% | -0.9 | 53 | -0.1% | -1%
COc1ccc(Cl)cc1-n1c(C)cc(C=O)c1C
    i | -4% | -5% | 0% | 3% | 8% | 0.0 | 60 | -0.1% | 1%
O=S(=O)(N1CCOCC1)n1nnc2ccccc21
    i | 4% | -1% | 2% | 6% | 14% | -0.6 | 57 | -0.1% | 0%
CCOc1ccc(OCC)c(NC(=O)C2C3C=CC(O3)C2C(=O)NCc2ccco2)c1 (stereo unspecified)
    i | 12% | -7% | -3% | 7% | 10% | -2.0 | 82 | -0.1% | 5%
CCC(c1c(C)n(C)n(-c2ccccc2)c1=O)c1c(C)n(C)n(-c2ccccc2)c1=O
    i | 3% | 3% | -4% | 1% | 11% | 1.5 | 76 | -0.1% | -4%
O=C(Cc1ccc(F)cc1)N1CCOCC1
    · | 4% | 4% | -11% | -6% | 8% | 0.1 | 57 | 0.2% | 1%
Cc1cc(C(=O)Nc2cccnc2)cs1
    i | -1% | -4% | -1% | 9% | 7% | -0.4 | 52 | -0.1% | -2%
Cc1ccc(-c2csc(Nc3ccccc3)[n+]2CCc2ccccc2)cc1
    i | 10% | 3% | 0% | 13% | 9% | 1.7 | 61 | -0.3% | -8%
CC(C)[C@H](NC(=O)c1cccc(S(=O)(=O)N2CCOCC2)c1)C(=O)Nc1nccs1
    i | 0% | 8% | -4% | 5% | 16% | 1.9 | 60 | -0.5% | 1%
COc1cc(C(=O)N2CCN(C(=O)c3cc(-c4ccccc4)n[nH]3)CC2)cc(OC)c1OC
    · | -8% | -4% | -10% | 11% | 2% | -0.3 | 60 | -0.3% | -10%
O=C(CNC(=O)c1ccccc1F)NC1CC1
    i | ? | -8% | -26% | 4% | 9% | -0.8 | 85 | -0.1% | 1%
COc1ccc(OC)c(-n2nnnc2SCC(=O)Nc2ccccc2OC)c1
    · | 6% | 12% | -1% | 10% | 2% | 0.3 | 55 | -0.2% | 2%
COc1ccc(Cl)cc1C(=O)NNC(=O)CSc1nnc2ccccn12
    i | -2% | 3% | -7% | 11% | -4% | 0.0 | 58 | -0.1% | -1%
Cc1ccc(C)c(NC(=O)c2cc(=O)c3ccccc3o2)c1
    i | -6% | -4% | 4% | 6% | 7% | 3.7 | 70 | 0.2% | -8%
CCOC(=O)c1c(C)nc2c(c1C)c(=O)oc1ccccc12
    i | 7% | 4% | 20% | 0% | 5% | 11 | 75 | 0.0% | -8%
CCNC(=O)NC(=O)COC(=O)CCc1nc(=O)c2ccccc2n1C
    i | -4% | 7% | -12% | -2% | 6% | 0.8 | 25 | -0.5% | -1%
CN1CCc2c1nc1ccccc1c2N (tested in a mixture with another compound)
    · | 6% | -49% | -6% | 13% | 22% | 0.4 | 62 | -0.2% | -12%
COc1ccc(S(=O)(=O)N2CCN(CC(=O)Nc3ccccc3Cl)CC2)cc1
    · | 2% | -3% | -8% | 4% | 24% | 3.4 | 68 | -0.2% | -4%
Cc1ccc(OCCn2cccn2)c(C)c1
    i | -7% | -7% | -8% | 0% | 24% | 2.7 | 97 | -0.4% | -8%
O=C(N/N=C/c1c[nH]c2ccccc12)c1cc(-c2cccc3ccccc23)n[nH]1
    i | -1% | 16% | -22% | 10% | 9% | 10 | 94 | 0.2% | -4%
